From PubChem
Jurkat NFkB inh: lowers PMA/ionomycin-induced NF-kB signal in Jurkat cells. AID 435003. PMA/ionomycin-induced NF-kB luciferase reporter, luminescence. inhibition, % at 4 µM. 330,000 tested, 0.53% active; in the data active means inhibition above about 50%
CXCR6 inh: blocks human CXCR6 beta-arrestin recruitment | O00574 | 360,000 tested, 0.36% active | CHO-K1 PathHunter CXCR6 beta-arrestin, luminescence | inhibition, % at 20 µM; in the data active means inhibition above about 34%, passing the limit was not always enough;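 further: antagonist mode with CXCL16 agonist at 10 nM final; 0% = 10 nM CXCL16 with DMSO and 100% = unstimulated wells without agonist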
CHOP UPR activ: activators of apoptotic arm of unfolded protein response (CHOP); CHO-CHOP luciferase reporter, UPR activation, luminescence; percent of tunicamycin response over DMSO baseline; activation, % at 10 µM; 330,000 tested, 0.34% active; AID 449763;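 active means at 10 µM dose, activation of 40% or more, normalized to positive control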;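 further: 100% = tunicamycin at 10 µg/mL and 0% = DMSO alone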
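System: CHO-CHOP luciferase reporter cell line | Buffer or medium: F12 medium containing 10% fetal bovine serum | Doses: One dose, 10 µM in 0.5% DMSO | Times: 6 h compound exposure at 37 °C after overnight seeding | Signal: Luciferase luminescence | Read-out: % activation vs tunicamycin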
EBI2 block: blocks human EBI2 receptor beta-arrestin signaling | P32249 | 360,000 tested, 0.81% active | AID 651636 | inhibition, % at 5 µM | EBI2 beta-arrestin recruitment, luminescence, 7a,25-OHC stimulated; in the data active means inhibition above about 38%;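 further: enzyme fragment complementation signal reports receptor beta-arrestin coupling in cells; 0% = agonist plus DMSO wells and 100% = wells without agonist; some results beyond the cut were filed as inactive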
Mdm2 MdmX PPI: human Mdm2/MdmX binding inhibition | AID 485346 | 330,000 tested, 3% active | SaOS-2 split-luciferase Mdm2/MdmX complementation, luminescence | inhibition, % at 8 µM | O15151+Q00987;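 active means inhibition of at least 50% at 8 µM in the primary screen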
Target sequence (O15151 whole entry, looked up): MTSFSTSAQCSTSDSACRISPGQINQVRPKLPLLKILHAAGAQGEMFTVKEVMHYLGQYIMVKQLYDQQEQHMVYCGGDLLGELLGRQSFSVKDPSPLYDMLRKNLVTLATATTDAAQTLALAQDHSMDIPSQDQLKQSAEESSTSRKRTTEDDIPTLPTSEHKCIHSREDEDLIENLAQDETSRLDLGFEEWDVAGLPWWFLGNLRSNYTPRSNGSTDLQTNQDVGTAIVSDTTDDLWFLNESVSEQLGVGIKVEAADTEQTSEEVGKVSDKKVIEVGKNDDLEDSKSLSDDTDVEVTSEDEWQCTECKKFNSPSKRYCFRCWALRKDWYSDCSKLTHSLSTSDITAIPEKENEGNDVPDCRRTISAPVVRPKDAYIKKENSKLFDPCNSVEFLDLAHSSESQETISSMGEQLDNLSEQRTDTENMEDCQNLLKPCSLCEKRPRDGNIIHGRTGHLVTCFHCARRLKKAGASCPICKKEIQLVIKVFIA
Target sequence (Q00987 whole entry, looked up): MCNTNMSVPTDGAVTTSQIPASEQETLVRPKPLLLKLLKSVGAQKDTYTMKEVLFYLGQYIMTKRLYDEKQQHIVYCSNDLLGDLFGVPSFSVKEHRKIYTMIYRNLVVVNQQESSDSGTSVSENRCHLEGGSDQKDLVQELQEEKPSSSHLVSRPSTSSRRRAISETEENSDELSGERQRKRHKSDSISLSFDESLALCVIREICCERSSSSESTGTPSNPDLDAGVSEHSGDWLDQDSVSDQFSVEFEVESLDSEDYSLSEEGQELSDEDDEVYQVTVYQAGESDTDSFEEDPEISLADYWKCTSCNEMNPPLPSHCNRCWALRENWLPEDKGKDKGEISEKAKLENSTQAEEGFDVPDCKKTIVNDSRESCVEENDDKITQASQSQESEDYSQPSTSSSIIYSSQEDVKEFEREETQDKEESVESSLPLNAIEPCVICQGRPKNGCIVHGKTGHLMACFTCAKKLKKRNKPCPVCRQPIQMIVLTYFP
UPR XBP1 act: adaptive UPR (XBP1) activation | CHO-XBP1 luciferase reporter, IRE1-XBP1 UPR activation, luminescence; percent of tunicamycin response, DMSO as zero | 330,000 tested, 0.33% active | activation, % at 20 µM | AID 463104;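 active means versus positive control, 20 µM dose yields 30% or more activation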;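 further: 100% = tunicamycin at 10 µg/mL and 0% = DMSO only wells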
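Signal: luciferase luminescence; Assay system: CHO-XBP1 luciferase reporter cells; Amount: one thousand reporter cells per well; Dosing: 20 µM single concentration, DMSO 1%; Benchmarks: high control tunicamycin 10 µg/mL final, low control DMSO vehicle only; Schedule: 6 h compound exposure at 37 °C, 5% CO2; Evaluation: percent activation relative to tunicamycin reference.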
CCR6 antagonist: CCR6 (human) receptor antagonism; P51684; CHO-K1 CCR6 PathHunter beta-arrestin, luminescence, CCL20-stimulated; inhibition, % at 20 µM; 340,000 tested, 0.49% active;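 active means compounds whose inhibition of the agonist-driven luminescence signal at 20 µM reaches about 50%, limit read from the data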;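 further: cells stimulated with CCL20 at 14 nM final; plate controls were DMSO with CCL20 for no effect and DMSO without agonist for full effect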
Gli-Sufu block: blocks Gli-Sufu signaling in a luciferase reporter. Sufu-KO-LIGHT fibroblasts, Gli luciferase reporter luminescence. inhibition, % at 5 µM. 340,000 tested, 0.74% active. AID 588413;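 active means inhibition above about 55%, limit read from the data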;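 further: 0% = DMSO-treated cells and 100% = wells with medium but no cells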
697 NFkB inh: inhibitors of the PMA/ionomycin-induced NF-kB reporter in 697 B cells | inhibition, % at 4 µM | AID 435022 | 697 B-cell NF-kB luciferase reporter, 16 h | 330,000 tested, 0.33% active; in the data active means inhibition above about 35%
The depositor's hits bear a star; / = not tested or not shown.

SMILES	Jurkat NFkB inh	CXCR6 inh	CHOP UPR activ	EBI2 block	Mdm2 MdmX PPI	UPR XBP1 act	CCR6 antagonist	Gli-Sufu block	697 NFkB inh
O=C(O)CC1COc2ccccc2N1S(=O)(=O)c1ccc(Br)cc1 (stereo unspecified)	-2	-4	3.2	-4	7	-4	14	-3	-2
CCOC(=O)NC(NC(=S)Nc1ccccc1OC)C(Cl)(Cl)Cl (stereo unspecified)	-2	-2	-1.3	1	4	-4	19	2	1
COC(=O)C1C(=O)C(C(=O)c2ccc([N+](=O)[O-])cc2)C(=O)CC1(C)C (stereo unspecified)	-7	-12	0.2	-2	-27	-4	7	5	-23
CCOC(=O)N1CCN(C(=O)c2ccc3c(c2)NC(=O)C(N2CCOCC2)S3)CC1 (stereo unspecified)	-6	-4	0.2	-4	31	-7	-2	-11	18
O=C1NC(Cc2ccccc2)C(=O)N1CC(=O)N1CCCc2ccccc21 (stereo unspecified)	2	1	1.8	-10	-4	0	0	0	13
CC(=O)N1c2ccc(S(=O)(=O)NCc3ccccc3Cl)cc2CC1C (stereo unspecified)	21	-9	2.3	-9	-2	-8	2	17	11
Cc1ccc(Cn2c(C(C)Nc3nc(-c4ccc(Cl)cc4)cs3)nc3cc(C(=O)NCCCO)ccc32)cc1 (stereo unspecified)	-1	1	0.6	-6	13	2	9	49	-1
CN(C)C(CNC(=O)/C=C/c1cccc(Cl)c1)c1ccccc1 (stereo unspecified)	-1	8	3.1	7	8	-3	7	-23	-6
CCOc1ccc(OCC)c(NC(=O)C2CCN(S(=O)(=O)c3cccnc3)CC2)c1	4	-5	-0.5	-13	-4	3	-2	4	-12
CCOc1ccc(NC(=O)CN(C)C(=O)c2ccncc2)cc1OCC	-3	-8	2.0	0	13	-7	-9	-4	13
CCN(CC)CCNC1=CC(=O)OC12CCCCC2	-3	2	0.2	-21	11	0	-6	6	17
O=C(CSC1=Nc2ccccc2C2=NC(CC(=O)N3CCN(c4ccccc4)CC3)C(=O)N12)NCC1CCCO1 (stereo unspecified)	3	-3	-0.8	-7	-5	2	5	5	-15
CCCCn1c(N)c(N(CC(C)C)C(=O)C2CC(=O)N(c3ccc(C)cc3)C2)c(=O)[nH]c1=O (stereo unspecified)	16	8	0.6	-19	9	-1	11	-7	10
CC1(NC(=O)CCS(=O)(=O)c2ccc(Cl)cc2)CCS(=O)(=O)C1 (stereo unspecified)	-3	6	-2.1	2	4	0	6	-2	-12
NS(=O)(=O)c1cccc(NC(=O)CSc2nc3ccccc3n2-c2ccccc2)c1	14	-11	3.2	-6	20	0	-18	-2	-21
CCCOc1ccccc1C(=O)N(Cc1cccs1)C1CCS(=O)(=O)C1 (stereo unspecified)	1	4	-3.9	-6	0	0	18	7	21
Cc1ccc(CN(Cc2ccco2)C(=S)Nc2ccccc2C)cc1	-3	10	-0.1	3	-14	-2	-2	21	-8
CCOC(=O)c1ccc(NC(=O)CSc2nc(NC(=O)c3ccccc3)c3c(C)c(C)oc3n2)cc1	5	1	-1.3	10	14	1	7	2	12
N#Cc1ccc(Oc2nc(Nc3ccc(F)cc3)nc(N3CCCC3)n2)cc1	-6	0	1.0	39	28	0	1	11	14
Cc1cc(C)c(NC(=O)CSc2nnc(-c3ccncc3)n2Cc2ccco2)c(C)c1	2	-8	-1.7	-2	4	-6	-3	6	11
O=c1cc(Cl)c(-c2ccccc2)n[nH]1	-8	-6	-0.7	-7	3	0	2	5	18
Cc1ccc(NC(=O)COC(=O)CCC(=O)c2cccs2)c(C)c1	5	-2	1.2	-15	1	-1	0	-23	9
CCCOc1ccccc1C(=O)N(Cc1ccc(C)o1)C1CCS(=O)(=O)C1 (stereo unspecified)	15	4	-0.8	-12	-10	-2	-4	-4	10
CC1CCCCN1S(=O)(=O)c1ccc(C(=O)Nc2sccc2C(N)=O)cc1 (stereo unspecified)	-69	3	8.4	10	-8	3	9	-42	-85
CCC12C(=Nc3c(Cl)cccc31)C[C@@H]1CCN3C(=O)CCC[C@H]2[C@H]13 (stereo partly specified)	/	3	/	3	/	/	1	5	/
O=C(CC1C(=O)NCCN1CC1CCCCC1)NCCc1ccc(F)cc1 (stereo unspecified)	5	2	-1.7	4	20	3	18	36	-12
CCc1ccc(OCC(=O)N(C)C2CCS(=O)(=O)C2)cc1 (stereo unspecified)	-14	4	-3.7	15	14	0	-1	-6	5
CC(C)c1ccc(NC(=O)CCc2ccccc2)cc1	-14	-18	4.8	2	35	3	15	-50	-168
O=C(CN1CCSC1=NCc1ccccc1)c1ccc(Cl)c(Cl)c1	-3	15	-0.2	9	-21	-3	9	-10	-23
O=C(CCc1ccc(S(=O)(=O)N2CCOCC2)cc1)N/N=C/c1cccc(O)c1	-8	-6	4.2	-2	23	-1	9	2	2
Cc1ccn2cc(-c3cccc(S(=O)(=O)N4CCCC4)c3)nc2c1	-11	-2	4.7	1	13	0	-3	-12	-13
C=CCn1cc(/C=N\NC(=O)c2cc3c(ccc4ccccc43)o2)c2ccccc21	13	5	0.5	-4	13	1	6	1	14
COc1ccc(NC(=O)CCOc2ccccc2)c(OC)c1	-5	1	4.1	-1	-9	2	-8	2	10
O=C(CCCN1C(=O)c2ccccc2C1=O)N1CCC(c2ccccc2)C1 (stereo unspecified)	-19	5	0.5	9	-23	0	-1	8	3
CC1CCCCC1NC(=O)c1cccc(S(=O)(=O)N2CCN(C)CC2)c1 (stereo unspecified)	-21	1	-1.2	-2	0	-2	12	-1	11
N=C1S/C(=C\c2ccccc2F)C(=O)N1c1ccc(F)cc1	-21	-7	-1.3	11	1	-3	4	-12	-18
O=C(NCCCNC(=O)c1c(F)cccc1F)c1c(F)cccc1F	3	-1	-0.4	-3	-17	0	18	36	11
CCC(C)NC(=O)Cn1c(=O)sc2ccccc21 (stereo unspecified)	8	-2	-1.5	9	2	-1	6	3	19
CC(C)(C)NC(=O)CSc1nc(-c2ccc(F)cc2)cs1	-107	3	3.9	12	-114	3	17	-22	-93
Cc1cc(S(=O)(=O)N2CCN(c3ccccn3)CC2)ccc1F	-4	3	-0.3	-6	4	-2	-1	0	-3

In the list so far, these have an aryl methoxy group.
SMILES	Jurkat NFkB inh	CXCR6 inh	CHOP UPR activ	EBI2 block	Mdm2 MdmX PPI	UPR XBP1 act	CCR6 antagonist	Gli-Sufu block	697 NFkB inh
CCOC(=O)NC(NC(=S)Nc1ccccc1OC)C(Cl)(Cl)Cl (stereo unspecified)	-2	-2	-1.3	1	4	-4	19	2	1
COc1ccc(NC(=O)CCOc2ccccc2)c(OC)c1	-5	1	4.1	-1	-9	2	-8	2	10

Back to the main list; the 2 compounds before the break are reprinted first.
SMILES	Jurkat NFkB inh	CXCR6 inh	CHOP UPR activ	EBI2 block	Mdm2 MdmX PPI	UPR XBP1 act	CCR6 antagonist	Gli-Sufu block	697 NFkB inh
CC(C)(C)NC(=O)CSc1nc(-c2ccc(F)cc2)cs1	-107	3	3.9	12	-114	3	17	-22	-93
Cc1cc(S(=O)(=O)N2CCN(c3ccccn3)CC2)ccc1F	-4	3	-0.3	-6	4	-2	-1	0	-3
CC(=O)[C@@H]1[C@@H](C(=O)c2ccc(C)cc2)[C@]2(C(=O)Nc3ccccc32)[C@H]2C=Cc3cc(F)ccc3N12	8	5	-0.3	-5	23	-1	8	-5	32
COc1cc(OC)cc(C(=O)NNC(=O)C2CSC3(C)CCC(=O)N23)c1 (stereo unspecified)	-8	-1	1.1	-5	9	-2	4	-1	17
CCCCn1c(-c2ccncc2)nc2c1c(=O)[nH]c(=O)n2CC(C)C	15	10	-4.5	3	34	-5	3	10	23
COc1ccc(/C(N)=N/OC(=O)COc2ccccc2Cl)cc1	-42	0	4.1	8	-87	1	6	-36	-20
COc1ccc(C2C3=C(CC(C)(C)CC3=O)Nc3c2c(=O)n(C)c(=O)n3C)cc1OC (stereo unspecified)	-2	2	1.9	-1	-7	-2	13	58*	8
Cc1noc(NS(=O)(=O)c2ccc(N/C=C\C(=O)c3ccc4c(c3)OCO4)cc2)c1C	-6	9	0.1	-7	14	2	17	-3	6
CCOc1ccc(NC(=O)C2C3CCC4C(CCC32)C4(Cl)Cl)cc1 (stereo unspecified)	3	6	-2.8	14	15	-2	15	-6	-34
c1cnc2nc(CSc3ncn[nH]3)cn2c1	-8	-2	1.5	5	-23	2	-9	-5	10
CC(=O)c1ccc(NC(=O)COC(=O)c2ccccc2Sc2ccccc2C#N)cc1	-2	1	-0.8	13	-25	-1	19	-11	-5
COc1ccc(N2C(=O)CSC2c2ccccc2[N+](=O)[O-])cc1 (stereo unspecified)	-7	5	0.8	-2	-33	0	7	-20	3
Cc1cccc(C(=O)NC(=S)Nc2ccc(S(=O)(=O)N(C)c3ccccc3)cc2)c1	6	13	-3.9	38	30	-3	39	2	1
Cc1ccc(S(=O)(=O)N2Cc3ccccc3CC2C(=O)NC(C)(C)C)cc1 (stereo unspecified)	13	5	0.5	2	12	-1	8	5	2
CCCCCC(=O)OC(CN1CCCCCC1)CN1CCCC1=O (stereo unspecified)	-5	2	1.8	-6	1	-2	11	3	16
CC(C)C[C@@]12C(=O)N(c3cccc(F)c3)C(=O)N1[C@H](c1ccc(F)cc1)[C@@H]1C(=O)N(C3CCCCC3)C(=O)[C@@H]12	2	-3	-0.8	7	13	2	-13	-1	-6
COC(CN(C)C(=O)c1ccc(CS(=O)(=O)c2ccccc2C)o1)OC	-5	0	1.8	3	-8	-3	4	3	-11
Cc1nn(C)c(C)c1S(=O)(=O)N1CCc2ccccc21	9	1	-1.0	-11	26	1	-6	2	14
COc1cc(CNC(C)(C)C)cc(Br)c1OCc1cccs1	14	-8	1.6	3	12	0	-7	13	11
O=C1c2ccccc2NC2(CCCCC2)N1N=C1CCCCC1	10	-4	0.0	-6	0	-3	9	5	5
COc1ccccc1OCc1csc(NC(=O)c2ccco2)n1	-35	-5	-2.7	-27	-6	3	3	4	-50
C=CC[n+]1c(-c2ccc(Cl)cc2Cl)csc1Nc1c(C)n(C)n(-c2ccccc2)c1=O	16	64*	-1.4	39	22	1	82*	48	2

Next part; it opens with the two that closed the last part.
SMILES	Jurkat NFkB inh	CXCR6 inh	CHOP UPR activ	EBI2 block	Mdm2 MdmX PPI	UPR XBP1 act	CCR6 antagonist	Gli-Sufu block	697 NFkB inh
COc1ccccc1OCc1csc(NC(=O)c2ccco2)n1	-35	-5	-2.7	-27	-6	3	3	4	-50
C=CC[n+]1c(-c2ccc(Cl)cc2Cl)csc1Nc1c(C)n(C)n(-c2ccccc2)c1=O	16	64*	-1.4	39	22	1	82*	48	2
Cc1csc(NC(=O)CCc2c(C)nc3cc(-c4cccc(F)c4)nn3c2C)n1	0	-3	-3.9	6	13	-2	-9	1	21
O=C(/C(=C(\O)c1ccccc1)c1nc2ccccc2[nH]1)c1ccccc1	-43	3	2.6	3	-1	5	12	-9	4
C[C@H](CO)N1C[C@H](C)[C@@H](CN(C)C(=O)NC2CCCCC2)Oc2c(NS(=O)(=O)c3ccc(F)cc3)cccc2C1=O	-1	-1	-0.1	3	7	0	6	26	7
Cc1ccc(N/N=C/C=C/c2ccco2)cc1	-2	-6	3.8	11	-103	-2	3	-73	-15
CSc1ncccc1C(=O)Nc1nccs1	15	5	1.8	-3	10	4	6	-9	4
O=C(CCNS(=O)(=O)c1ccccc1F)NC1CCCCCC1	6	-11	0.2	-7	16	2	14	-2	18
